KCNQ2 inh – KCNQ2 potassium channel inhibitors, primary screen, cell-based, CHO-K1, FluxOR thallium flux, B-score (AID 2156); 20 min; hits give low values; B-score at 10 µM; actives 1.1% (n = 310,000);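 active = fluorescence ratio B-score at most minus 3 library SDs, with starting brightness B-score within 2 library SDs, cut at about -5.5 in these data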
Kir21 block – Kir2.1 (mouse) channel inhibition. B-score at 10 µM. actives 0.85% (n = 310,000). HEK293-Kir2.1, FluxOR thallium flux fluorescence; hits give low values. P35561;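 active = fluorescence ratio B-score at or below minus 3 SD of library scores, with starting-brightness B-score within 2 SD, cut at about -4.2 in these data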;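 also: channel flux triggered by added potassium and thallium sulfate stimulus; B-score of peak minus minimum fluorescence over baseline after thallium stimulus; more negative B-score means stronger Kir2.1 block with less thallium influx; some compounds called inactive have numbers as strong as hits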
Target sequence (P35561 whole entry, looked up): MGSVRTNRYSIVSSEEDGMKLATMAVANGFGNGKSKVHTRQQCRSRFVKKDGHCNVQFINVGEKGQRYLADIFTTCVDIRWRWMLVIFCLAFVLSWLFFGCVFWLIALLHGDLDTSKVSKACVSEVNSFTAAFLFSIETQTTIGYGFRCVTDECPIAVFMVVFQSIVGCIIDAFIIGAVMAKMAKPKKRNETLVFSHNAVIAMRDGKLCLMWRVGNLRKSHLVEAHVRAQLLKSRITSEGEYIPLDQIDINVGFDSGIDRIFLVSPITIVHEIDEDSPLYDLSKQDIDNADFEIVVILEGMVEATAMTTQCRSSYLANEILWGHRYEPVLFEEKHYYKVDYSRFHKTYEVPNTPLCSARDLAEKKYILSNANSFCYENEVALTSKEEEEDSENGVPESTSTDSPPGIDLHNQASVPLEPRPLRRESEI
* hit, by the source's call; i = inactive.

SMILES	KCNQ2 inh	Kir21 block
Cc1nn(Cc2ccccc2)c(Cl)c1/C=C/C(=O)OC(C(=O)NC(N)=O)C(C)C (stereo not given)	i	0.02
CC(=O)Nc1sc2c(c1C(c1ccccn1)N1CCN(C)CC1)CCCC2 (stereo not given)	i	-0.22
O=C(c1c(Cl)cccc1Cl)N1CCCCCC1	i	-0.57
CCOC(=O)Cn1c(C)[n+](CC(=O)c2ccccc2)c2ccccc21	i	-0.08
N=C(N)Sc1nc(N2CCCCC2)nc(N2CCCCC2)n1	i	-0.71
COc1cccc(-n2c(CNC(=O)OC(C)(C)C)n[nH]c2=S)c1	i	-0.79
O=C(Nc1ccc2c(c1)OCCO2)C1CC(c2ccc(F)cc2)=NO1 (stereo not given)	i	-0.02
COc1ccc(OC)c(NC(=O)c2cccc(Cn3cc(Br)c([N+](=O)[O-])n3)c2)c1	i	-0.14
c1ccc(-c2onc3c2CCCC3)cc1	i	0.02
CCOc1ncccc1C(=O)OCC(=O)Nc1cccc(C(C)=O)c1	i	1.6
O=C(Nc1ccc(N2CCOCC2)cc1)Nc1cnsn1	i	-1.4
Cc1ccc(C)c(NC(=S)N(CCc2ccncc2)C(C)C)c1	i	-2.5
CCC/C(O)=N\S(=O)(=O)c1ccc(N=NN(C)C)cc1	i	0.26
CCC(NC(=O)c1ccncc1)c1ccccc1 (stereo not given)	i	0
CCCCN(CCCC)c1cc(C)nc(-c2ccccc2O)n1	i	-0.39
CC(=O)c1sc(NC(=O)c2cccnc2Cl)nc1C	i	1.2
CCC(CC)N1CCN(S(=O)(=O)c2ccc(OC)cc2)CC1	i	0.51
CCOC(=O)c1[nH]c(C)c(C(=O)Nc2cc(Cl)ccc2C)c1C	i	-0.9
Cc1cccc(C(=O)NCCc2nnc(SCC(=O)Nc3nc(C)cs3)n2C)c1	i	-0.19
COc1ccc(CCNC(=O)c2ccc(N3CCCCS3(=O)=O)cc2)cc1OC	i	0.55
O=C(O)c1cc2ccccc2cc1Nc1ccccc1	i	1.9
CC(Sc1ccc(Cl)cc1)C(=O)N(C)CC(=O)Nc1ccc(N2CCOCC2)cc1 (stereo not given)	i	2.4
Cc1ccc2[nH]c(=S)cc(C)c2c1	i	0.27
FC(F)(F)c1nc2ccccc2nc1N/N=C/c1c(Cl)cccc1Cl	i	-0.63
COc1ccc(NC(=O)CSc2ccc(-c3sc(C)nc3C)nn2)cc1OC	i	0

A section taken from the entries so far, as a working copy:
SMILES	KCNQ2 inh	Kir21 block
CCOc1ncccc1C(=O)OCC(=O)Nc1cccc(C(C)=O)c1	i	1.6
O=C(Nc1ccc(N2CCOCC2)cc1)Nc1cnsn1	i	-1.4
Cc1ccc(C)c(NC(=S)N(CCc2ccncc2)C(C)C)c1	i	-2.5
CCC/C(O)=N\S(=O)(=O)c1ccc(N=NN(C)C)cc1	i	0.26
CCC(NC(=O)c1ccncc1)c1ccccc1 (stereo not given)	i	0
CCCCN(CCCC)c1cc(C)nc(-c2ccccc2O)n1	i	-0.39
CC(=O)c1sc(NC(=O)c2cccnc2Cl)nc1C	i	1.2
CCC(CC)N1CCN(S(=O)(=O)c2ccc(OC)cc2)CC1	i	0.51
CCOC(=O)c1[nH]c(C)c(C(=O)Nc2cc(Cl)ccc2C)c1C	i	-0.9
Cc1cccc(C(=O)NCCc2nnc(SCC(=O)Nc3nc(C)cs3)n2C)c1	i	-0.19
COc1ccc(CCNC(=O)c2ccc(N3CCCCS3(=O)=O)cc2)cc1OC	i	0.55
O=C(O)c1cc2ccccc2cc1Nc1ccccc1	i	1.9
CC(Sc1ccc(Cl)cc1)C(=O)N(C)CC(=O)Nc1ccc(N2CCOCC2)cc1 (stereo not given)	i	2.4
Cc1ccc2[nH]c(=S)cc(C)c2c1	i	0.27
FC(F)(F)c1nc2ccccc2nc1N/N=C/c1c(Cl)cccc1Cl	i	-0.63
COc1ccc(NC(=O)CSc2ccc(-c3sc(C)nc3C)nn2)cc1OC	i	0

Other compounds follow.
SMILES	KCNQ2 inh	Kir21 block
CCOc1ccc(S(=O)(=O)N2CCN(C(=O)CN3C(=O)NC4(CCCC4)C3=O)CC2)cc1	i	-0.62
CC(Oc1ccccc1)C(=O)Nc1cccc([N+](=O)[O-])c1 (stereo not given)	i	-0.43
Cc1ccc(-n2c(N)c(C(=O)NCc3ccco3)sc2=S)cc1	i	-1.3
CC(C)C[C@H](NC(=O)c1nc[nH]c1C(=O)NCc1ccc(CNC(=O)OC(C)(C)C)cc1)C(=O)OC(C)(C)C	i	-1
O=C(CN1C2CCCC1CC(NC(=O)c1ccccc1)C2)NC1CC1 (stereo not given)	i	0.33
CCOc1ccc(C(=O)N2CCN(CCc3ccccc3)CC2)cc1OCC	i	-0.31
O=C(/C=C/c1cn(CC(O)CN2CCOCC2)c2ccccc12)c1cccs1 (stereo not given)	i	-3
COc1ccc(OC)c(NC(=S)NCCCN2CCOCC2)c1	i	0.07
O=C(c1cc2cc(Cl)ccc2oc1=O)N1CCCC1	i	1.2
FC(F)C(F)(F)C1=CC(c2cccs2)=NCCN1	i	0.92
Cc1nn(C)cc1C=NCCOCc1ccccc1	i	0.38
Cc1ccc(NC(=S)N2CCN(c3ccccn3)CC2)c(C)c1	i	1.3
COc1cc(OC)c(N(C)C(=O)c2cc3c(s2)-c2ccccc2S(=O)(=O)C3)cc1Cl	i	-0.7
O=c1sc(Nc2ccccc2)nc2ccsc12	i	1.6
Cc1sc(NC(=O)c2ccco2)nc1-c1ccccc1	i	2.3
O=S(=O)(NCCc1ccccc1)c1cccs1	i	-0.21
COC(=O)CNC(=O)C1CCN(S(=O)(=O)c2cnc[nH]2)CC1	i	-0.16
COc1ccc(N(C(=O)COc2ccccc2OC)S(=O)(=O)c2ccc(C)cc2)cc1	i	-1.4
CC(=O)c1cccc(NC(=O)c2noc3c2CCc2ccccc2-3)c1	i	-0.25
CCOc1cc(C=O)ccc1OCCSc1ccc(C)cc1	i	-0.75
CCc1nnc(NC(=O)CCNC(=O)c2ccccc2Cl)s1	i	-1.2
Cc1ccc2nc(SCC(=O)NC3CCCC3)[nH]c2c1	i	-0.44
COCCn1c(SCC(=O)NCc2ccc(OC)c(OC)c2)nc2ccccc21	i	0.67
Nc1nc2ccc(C(=O)NC3CCCCC3)cc2s1	i	0.43
CC(c1ccccc1)n1cc(C(=O)NCC2CCCO2)nn1 (stereo not given)	i	0.02
More records:
SMILES	KCNQ2 inh	Kir21 block
COc1ccc2sc(N(CCCN(C)C)C(=O)c3ccc(S(=O)(=O)N4CCCc5ccccc54)cc3)nc2c1	i	-3.5
COc1cccc(NC(=O)CSc2nc3ccccc3cc2Cc2ccccc2)c1	i	-1.5
COc1ccccc1-c1c(C#N)c(N)nc2c1CCC2	i	-0.3
COc1ccc(NS(=O)(=O)c2ccc(N)c(C(=O)O)c2)cc1	i	0.13
COc1cccc(/C=N\NC(=O)C2C(=O)NCC2c2ccccc2)c1O (stereo not given)	i	0.2
Cc1ccc(OC/C(=N\O)C(C)(C)C)c([N+](=O)[O-])c1	i	-1.6
COc1ccc(C(=S)N2CCOCC2)cc1OC(=O)c1ccc([N+](=O)[O-])cc1	i	0.63
Cc1ccccc1OCCN(C#N)c1nc(N(C)C)nc(N(C)C)n1	i	0
O=C(COc1ccc2ccccc2c1)NCCc1ccc2c(c1)OCCO2	i	-4.2
Cn1nc(C(F)(F)F)c(-c2cccc(C(F)(F)F)c2)c1NC(=O)Nc1ccc(F)cc1	i	-1.1
COc1ccc(C(=O)Nc2ccc(C(=O)NCCc3ccccc3)cc2)cc1	i	0.15
C/C(=N\NC(=O)c1c(Cl)c(C)nn1C)c1ccc(NC(=O)c2ccncc2)cc1	i	-0.37
CCc1nccn1S(=O)(=O)c1cc(C)c(OC)cc1C	i	0.67
COc1cccc(-c2nc(CS(=O)(=O)CC(=O)NC3CC3)c(C)o2)c1	i	1.9
COc1ccc(NC2CCCN(C(=O)c3ccc4[nH]c(C)c(C)c4c3)C2)cc1 (stereo not given)	i	0.42
Cc1[nH]c2ccc(Br)cc2c(=S)c1C/C=C/Cl	i	0
COc1ccc(C(=O)NNC(=O)C(=O)Nc2ccc(C)c(Cl)c2)cc1	i	1.8
CCC(Sc1nc2c(cnn2-c2ccccc2)c(=O)[nH]1)C(=O)OC (stereo not given)	i	1
CCCN1Cc2cccc(C(=O)Nc3cc(OC)cc(OC)c3)c2C1=O	i	-0.74
CCOc1ccc(NC(=O)CCN2C(=O)c3cccc([N+](=O)[O-])c3C2=O)cc1	i	-0.29
Cc1ccc(NS(=O)(=O)c2ccc(C(=O)N3CCCCCCC3)cc2)cc1	i	0.76
CN(C)S(=O)(=O)N1CCC(Oc2cccc(C(=O)N3CCCCCC3)c2)CC1	i	-0.47
O=C(c1ccncc1)N1CCN(c2ccc(F)cc2)CC1	i	1.6
CCOc1ccc(NC(=O)NC(C)CC)cc1 (stereo not given)	i	1.4
Cc1ccc(NC2OC(CO)C(O)C(O)C2O)cc1 (stereo not given)	i	0.43
(more compounds)
SMILES	KCNQ2 inh	Kir21 block
COC(=O)C1CCN(Cc2cc(=O)oc3cc(OC)ccc23)CC1	i	1.7
CC(C)(SC(=S)N1CCCCCC1)C(=O)O	i	1
O=C(N/N=C/c1ccc(OC(=O)c2ccccc2)cc1)c1ccc(CN2CCOCC2)cc1	i	-1.8
O=C(CSCc1ccc(F)cc1)NC1CCCC1	i	1.8
NC(=O)c1c(NC(=O)c2cccnc2)sc2c1CCCCC2	i	0.73
O=C(O)c1ccc(OC2CSC2)cc1	i	-1.7
COc1cccc(CC(NC(C)=O)C(=O)NC2CCN(C(=O)c3ccc(Cl)cc3)CC2)c1OC (stereo not given)	i	0.52
Cc1cc(OC(=O)c2cccs2)ccc1C(C)C	i	-1.3
Cn1c(=O)c(C(=O)NCc2ccccc2Cl)c(O)c2ccccc21	i	-0.07
Nc1nonc1-c1nc2ccccc2n1CC(=O)N/N=C\c1ccc(-c2ccc(Cl)cc2)o1	i	0.94
CC(=O)NNC(=O)CCn1nnc2ccccc21	i	-0.35
Cc1ccc2nc(SCC(=O)c3cc(C)n(C)c3C)[nH]c2c1	i	1.4
CC(C)CCN1CCN(C2CCN(c3ccc4c(c3)OCO4)CC2)CC1CCO (stereo not given)	i	-0.3
CCOc1ccc(NCCC(O)c2ccc(F)cc2)cc1 (stereo not given)	i	0.14
CC(=O)c1sc(NC(=O)CS(=O)(=O)c2ccccc2)nc1C	i	-1.8
Cc1c(C(=O)N2CCCCC2)c(S(=O)(=O)NCCc2ccc(Cl)cc2)c(C)n1C	i	1.4
CC(=O)c1ccc(NC(=O)c2ccc(CSc3ccccc3)o2)cc1	i	0.54
CCOc1ccc(CC2NCCc3cc(OCC)c(OCC)cc32)cc1OCC (stereo not given)	i	-0.36
COc1cc(/C=N/NC(=O)Nc2cccc3nsnc23)cc(OC)c1OC	i	0.7
CC(C)(C)n1cnc2cc(NCc3ccccc3O)ccc21	i	-0.76
Cc1c[nH]c2cccc(OCC(CNC(C)(C)C)OC(=O)c3ccccc3)c12 (stereo not given)	i	-2.2
Cc1cc(S(=O)(=O)Nc2ccccc2C(=O)O)ccc1Cl	i	1.1
Cc1ccc(Nc2nc(-c3sc(NC(=O)c4cccc(Cl)c4)nc3C)cs2)cc1	i	0.15
COc1cc(C(=O)Nc2ccc(S(=O)(=O)Nc3cc(C)nc(C)n3)cc2)cc(OC)c1OC	i	-0.72
CCOC(=O)c1c(NC(=O)/C=C/C(=O)O)sc(C)c1-c1ccc(F)cc1	i	-2.3
Next part.
SMILES	KCNQ2 inh	Kir21 block
Fc1ccc(-c2csc(-c3cccnc3)n2)cc1F	i	-1.9
O=C(Cn1cnc2ccccc21)OCC(=O)N1CCc2ccccc2C1	i	-0.61
CC(CCc1ccccc1)NC(=O)c1cccc([N+](=O)[O-])c1 (stereo not given)	i	-0.99
O=C(NCCC1=CCCCC1)c1ccc(-n2cncn2)c([N+](=O)[O-])c1	i	-0.1
Cc1nnc2n(-c3ccccc3)c(=O)c3c4c(sc3n12)CC(C)CC4 (stereo not given)	i	0.16
CCOC(=O)c1c(NC(=S)NC(=O)c2cnn(CC)c2)sc2c1CCC(C)C2 (stereo not given)	i	-0.02
O=C(NCc1ccccc1)c1ccc(CN2CCOCC2)cc1	i	1.6
O=C(CSc1nc2c(oc3ccccc32)c(=O)n1CC1CCCO1)NCc1ccc(F)cc1 (stereo not given)	i	1.6
CC(C)CC(NC(=O)c1ccco1)C(=O)Nc1ccc2c(c1)OCCO2 (stereo not given)	i	1.7
O=C(Nc1nnc(SCC(=O)N2CCCC2)s1)C1CC(=O)N(c2ccc(F)cc2)C1 (stereo not given)	i	-0.24
O=C(CSc1nc(C2CC2)nc2ccccc12)Nc1ccccc1N1CCOCC1	i	-1
N#Cc1cc([N+](=O)[O-])ccc1NC(=O)COC(=O)CCC1CCCCC1	i	-0.9
CCCCC(=O)Nc1nc(C)c(-c2csc(Nc3ccc(Cl)cc3)n2)s1	i	0.49
Cc1cccc(C)c1NC(=S)NC(=O)c1ccc(Br)o1	i	1.7
COc1ccc(NC(=O)CCCn2c(=O)c3sccc3n(Cc3ccc(C)cc3C)c2=O)cc1	i	-0.16
CCCCCOc1ccc(OC(=O)c2ccncc2)cc1	i	3.1
COc1cccc(-n2c(CCn3nc(C)c([N+](=O)[O-])c3C)n[nH]c2=S)c1	i	-0.3
O=C(NNS(=O)(=O)c1ccc2ccccc2c1)c1cc(-c2ccccn2)nc2ccccc12	i	2.1
Cc1cccc2sc(N3CCN(C(=O)c4cccs4)CC3)nc12	i	0.05
COc1ccc(OC)c(NC(=O)CN2C(=O)NC3(CCOc4ccccc43)C2=O)c1 (stereo not given)	i	0.67
CCCn1c(SCC(=O)c2c(C)[nH]c(C)c2C(=O)OCC)nc2ccccc21	i	-4.3*
Nn1c(SCC(=O)Nc2cc(C(F)(F)F)ccc2Cl)nncc1=O	i	-1.4
CCCC(=O)Nc1nnc(SCC(=O)NCc2ccco2)s1	i	-0.57
COc1ccc(CC(=O)N/N=C(\C)CC(=O)NCc2ccco2)cc1OC	i	1.5

A few values from the results shown:
Fc1ccc(-c2csc(-c3cccnc3)n2)cc1F @ Kir21 block = -1.9
O=C(Nc1nnc(SCC(=O)N2CCCC2)s1)C1CC(=O)N(c2ccc(F)cc2)C1 (stereo not given) @ Kir21 block = -0.24
